# TNAP inh hi DEA = human TNAP enzyme inhibitors, primary screen, biochemical, luminescent, high phosphate acceptor level, uHTS; 200,000 compounds, 0.03% hits; Alkaline phosphatase, tissue-nonspecific isozyme (Homo sapiens), P05186; inhibition, % at 20 µM; purified TNAP, CDP-star luminescence, 1 M DEA;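 active means over 50% inhibition of tissue-nonspecific alkaline phosphatase at 20 µM in the single-dose screen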;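 further: plate controls were DMSO wells for no effect and EDTA-quenched wells as full inhibition for full effect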
# Target sequence (P05186 whole entry, looked up): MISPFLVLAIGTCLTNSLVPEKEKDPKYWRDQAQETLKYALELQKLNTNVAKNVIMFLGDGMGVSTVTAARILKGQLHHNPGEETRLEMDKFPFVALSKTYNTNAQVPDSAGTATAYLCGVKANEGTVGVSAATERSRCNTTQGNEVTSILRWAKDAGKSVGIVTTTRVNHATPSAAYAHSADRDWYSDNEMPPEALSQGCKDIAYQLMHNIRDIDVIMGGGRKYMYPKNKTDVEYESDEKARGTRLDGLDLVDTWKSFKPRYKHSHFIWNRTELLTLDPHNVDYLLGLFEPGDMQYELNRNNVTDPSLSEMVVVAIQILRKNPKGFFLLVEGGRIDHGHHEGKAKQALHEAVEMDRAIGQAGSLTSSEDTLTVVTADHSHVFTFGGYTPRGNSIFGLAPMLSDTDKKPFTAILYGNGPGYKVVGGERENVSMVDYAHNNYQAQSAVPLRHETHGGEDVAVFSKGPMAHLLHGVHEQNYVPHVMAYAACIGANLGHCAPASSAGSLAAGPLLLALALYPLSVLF
# HMGR II inh = inhibitors of E. faecalis class II HMGR, primary screen, biochemical, Enterococcus faecalis; purified E. faecalis HMGR, NADPH absorbance 340 nm kinetic; inhibition, % at 10 µM; 190,000 compounds, 0.41% hits;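 active means inhibition above a set limit, the median over all tested compounds plus 3 SD, cut at about 9.5% in these data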;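 further: enzyme runs in reverse so mevalonate oxidation gives rising NADPH absorbance; 0% = complete reaction with DMSO and 100% = background rate lacking mevalonate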
# FLuc stim CS = FLuc activators, initial screening, artefact control for FLuc-dependent activation tests, biochemical, ATPlite luminescence | Luciferin 4-monooxygenase (Photinus pyralis), P08659 | ATPlite luciferase biochemical, 10 min; 0 = ATP-free wells, 1 = DMSO control | activation factor at 10 µM | 200,000 tested, under 10 active;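 active means luciferase activation factor, scaled between plate controls, of at least 2 with compound at 10 µM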
# Target sequence (P08659 whole entry, looked up): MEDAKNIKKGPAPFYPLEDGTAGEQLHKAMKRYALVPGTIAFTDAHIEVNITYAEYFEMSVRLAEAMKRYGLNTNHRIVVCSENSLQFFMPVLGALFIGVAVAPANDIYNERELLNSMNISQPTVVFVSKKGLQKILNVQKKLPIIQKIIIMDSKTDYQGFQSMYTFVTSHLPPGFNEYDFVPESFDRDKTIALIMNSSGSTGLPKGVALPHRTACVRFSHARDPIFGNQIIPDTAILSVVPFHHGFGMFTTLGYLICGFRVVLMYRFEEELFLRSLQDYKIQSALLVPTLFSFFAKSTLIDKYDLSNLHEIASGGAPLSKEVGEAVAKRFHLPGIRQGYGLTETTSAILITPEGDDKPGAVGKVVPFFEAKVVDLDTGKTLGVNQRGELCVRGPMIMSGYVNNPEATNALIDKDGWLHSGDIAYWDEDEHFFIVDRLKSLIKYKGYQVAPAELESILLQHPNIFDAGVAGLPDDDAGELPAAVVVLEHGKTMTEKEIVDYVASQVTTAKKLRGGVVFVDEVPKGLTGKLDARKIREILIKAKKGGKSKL
#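 Assay system: Luciferase/luciferin detection reagent, cell-free biochemical luciferase assay / Read-out: luciferase activation / Benchmarks: No-ATP low control, compound-free enzyme-plus-ATP high control / Medium: PBS buffer for ATP / Detection: luminescence measurement of luciferase light output / Schedule: 10 min at ambient temperature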
# G6PDH counter = L. mesenteroides G6PDH inhibitors, counter-screen for G6PDH-coupled screening assays, biochemical, Leuconostoc mesenteroides enzyme; inhibition, % at 5 µM; Purified L. mesenteroides G6PDH, diaphorase/resazurin coupled fluorescence, 45 min; AID 1020, 2008; 200,000 compounds, 0.12% hits; glucose-6-phosphate dehydrogenase [Leuconostoc mesenteroides]; in the data active means inhibition above about 50%
# PMI act satM6P = human PMI activators, high substrate, primary screen, biochemical, fluorescence intensity, near-saturating mannose 6-phosphate; Mannose-6-phosphate isomerase (Homo sapiens), P34949; coupled PMI enzyme assay, resazurin fluorescence, 20 min; hits give high values; 1 = untreated enzyme, 0 = substrate-free blank; activation factor at 20 µM; 190,000 compounds, 0.34% hits; AID 1216, 2008;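 active means activation factor of 2 or more at 20 µM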
#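 Test system: human phosphomannose isomerase with PGI, G6PDH, diaphorase coupling enzymes; Amount: PMI at 15 ng/mL final; Reagent: Mannose-6-phosphate 1.0 mM (near-saturating) plus 0.22 mM NADP+; Timing: 20 min, room temperature; Technique: resorufin fluorescence at Ex 544/Em 590 nm; Dosing: 20 µM single dose.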
# PMI activator = activators of human PMI, primary screen, biochemical, fluorescence intensity, near-Km mannose 6-phosphate; 190,000 compounds, 0.005% hits; activation factor at 20 µM; purified human PMI, coupled resazurin fluorescence, 20 min; hits give high values; 1 = vehicle control, 0 substrate-free wells; AID 1214, 2008; Mannose-6-phosphate isomerase (Homo sapiens), P34949;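 active means activation factor of 2 or more at 20 µM, relative to plate controls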
# TNAP act hiacc = TNAP activators at high phosphate acceptor level, primary screen, biochemical, luminescence, uHTS; purified TNAP, CDP-star luminescence, 1 M DEA, 30 min; hits give high values; 0 = EDTA background, 1 = DMSO-only activity; activation factor at 20 µM; AID 1136, 2008; 200,000 tested, under 10 active; Alkaline phosphatase, tissue-nonspecific isozyme (Homo sapiens), P05186;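 active means activation factor at least 2 at 20 µM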
#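 system = human TNAP | amount = enzyme diluted 1/800 final | reagent = 100 µM CDP-star substrate | signal = luminescent substrate turnover signal | dosing = one dose, 20 µM | benchmarks = EDTA negative control, DMSO positive control | measure = activation factor | timing = 30 min reaction, room temperature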
# TNAP inh noacc = human TNAP enzyme inhibitors, primary screen, biochemical, luminescent, no phosphate acceptor, uHTS. Alkaline phosphatase, tissue-nonspecific isozyme (Homo sapiens), P05186. 200,000 compounds, 0.26% hits. purified TNAP, CDP-star luminescence, 30 min. AID 1012, 2008. inhibition, % at 20 µM;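 active means tissue-nonspecific alkaline phosphatase inhibition above about 50% at 20 µM in the single-dose screen, limit read from the data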;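 further: 0% = DMSO negative control and 100% = EDTA positive control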
# Diaphorase act = compounds boosting diaphorase resazurin reduction – biochemical, uHTS, resorufin fluorescence, counter-screen for diaphorase-coupled primary assays, primary screen | Diaphorase/resazurin coupled assay, 16 min; hits give high values; 1 = vehicle wells, 0 = NADH-free wells | activation factor at 20 µM | 190,000 compounds, 0.005% hits | AID 1229, 2008;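 active means diaphorase activity raised at least twofold by the compound at 20 µM; inactive means activation factor below 2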
#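 Material: purified diaphorase enzyme from Clostridium kluyveri; Also added: 0.114 mM NADH and 0.1 mM resazurin, final amounts; Doses: single compound dose of 20 µM, 1% DMSO final; Times: 16 min enzyme reaction, ambient temperature; Detection: resorufin fluorescence, excitation 544 nm, emission 590 nm; Measure: increased resorufin signal from activators or reducing compounds.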
# Diaph inh CS = diaphorase inhibitors and chemical oxidizers, primary screen, counter-screen for diaphorase-coupled primary assays, biochemical, uHTS, resorufin fluorescence; diaphorase resazurin-to-resorufin fluorescence, NADH, 16 min; bacterial (C. kluyveri) enzyme, not human; inhibition, % at 20 µM; 190,000 compounds, 0.69% hits;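 active means primary screen inhibition at 20 µM above a set limit, cut at about 50% in these data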;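 further: plate controls were DMSO with full reaction for no effect and wells lacking NADH for full effect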
#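 Assay system: diaphorase enzyme from Clostridium kluyveri; Input: enzyme working solution with 0.14 U/mL diaphorase; Timing: 16 min at room temperature; Technique: resorufin fluorescence, excitation 544 nm, emission 590 nm; Benchmarks: positive control minus NADH, DMSO neutral control.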
# * hit, by the source's call; · = not tested or not shown.
(1) Cc1cc([N+](=O)[O-])nn1CCCC(=O)N1CCN(c2ccccc2)CC1
(2) O=C(c1cn[nH]c1)c1cc(F)ccc1O
(3) Cn1c(=O)c2c(-c3ccccc3)n(C3CCCCC3)cc2n(C)c1=O
(4) Cc1ccc(C2=[N+]([O-])C3(CCCCC/C3=N\NC(N)=S)N(O)C2(C)C)o1 (stereo unspecified)
(5) O=C(COC(=O)c1cc[n+]([O-])cc1)Nc1ccccc1Cl
compound no.	1	2	3	4	5
TNAP inh hi DEA	-5	-6	-1	-2	0
HMGR II inh	-6	-4	4	-1	-3
FLuc stim CS	1.1	1.1	1.1	1.1	1.1
G6PDH counter	5	1	4	4	5
PMI act satM6P	0.9	0.8	0.9	1	1
PMI activator	1	0.9	1	1	1
TNAP act hiacc	1	1.1	1	1	1
TNAP inh noacc	-9	-10	-6	40	-4
Diaphorase act	0.9	0.7	0.8	1	1
Diaph inh CS	10	27	18	4	0

(6) CCS(=O)(=O)c1ccc2c(c1)NC(=O)C(CCO)O2 (stereo unspecified)
(7) CCOC(=O)CSc1n[nH]c(-c2cccnc2)n1
(8) COc1ccc(/C=C/c2ccncc2)c2ccccc12
(9) Cc1cc(C(=O)Nc2c(C)n(C)n(-c3ccccc3)c2=O)cs1
(10) Cc1cc(C(=O)OCCN2C(=O)c3ccccc3C2=O)c2ccccc2n1
compound no.	6	7	8	9	10
TNAP inh hi DEA	-9	-3	-2	-4	-6
HMGR II inh	-2	-4	-2	-3	-3
FLuc stim CS	1	1.1	1	1.1	1
G6PDH counter	14	4	-16	-4	2
PMI act satM6P	0.9	1	1	1	1
PMI activator	0.9	1	1	0.9	0.9
TNAP act hiacc	1.1	1	1	1	1.1
TNAP inh noacc	-6	-3	-7	-12	-11
Diaphorase act	0.8	1	1	0.9	0.8
Diaph inh CS	24	2	0	12	20

# Nine entries already listed, arranged by molar mass, ascending:
(8) COc1ccc(/C=C/c2ccncc2)c2ccccc12
(7) CCOC(=O)CSc1n[nH]c(-c2cccnc2)n1
(6) CCS(=O)(=O)c1ccc2c(c1)NC(=O)C(CCO)O2 (stereo unspecified)
(5) O=C(COC(=O)c1cc[n+]([O-])cc1)Nc1ccccc1Cl
(9) Cc1cc(C(=O)Nc2c(C)n(C)n(-c3ccccc3)c2=O)cs1
(3) Cn1c(=O)c2c(-c3ccccc3)n(C3CCCCC3)cc2n(C)c1=O
(1) Cc1cc([N+](=O)[O-])nn1CCCC(=O)N1CCN(c2ccccc2)CC1
compound no.	8	7	6	5	9	3	1
TNAP inh hi DEA	-2	-3	-9	0	-4	-1	-5
HMGR II inh	-2	-4	-2	-3	-3	4	-6
FLuc stim CS	1	1.1	1	1.1	1.1	1.1	1.1
G6PDH counter	-16	4	14	5	-4	4	5
PMI act satM6P	1	1	0.9	1	1	0.9	0.9
PMI activator	1	1	0.9	1	0.9	1	1
TNAP act hiacc	1	1	1.1	1	1	1	1
TNAP inh noacc	-7	-3	-6	-4	-12	-6	-9
Diaphorase act	1	1	0.8	1	0.9	0.8	0.9
Diaph inh CS	0	2	24	0	12	18	10

(10) Cc1cc(C(=O)OCCN2C(=O)c3ccccc3C2=O)c2ccccc2n1
(4) Cc1ccc(C2=[N+]([O-])C3(CCCCC/C3=N\NC(N)=S)N(O)C2(C)C)o1 (stereo unspecified)
compound no.	10	4
TNAP inh hi DEA	-6	-2
HMGR II inh	-3	-1
FLuc stim CS	1	1.1
G6PDH counter	2	4
PMI act satM6P	1	1
PMI activator	0.9	1
TNAP act hiacc	1.1	1
TNAP inh noacc	-11	40
Diaphorase act	0.8	1
Diaph inh CS	20	4

# (next part)
(11) CC1CCCCN1Cc1nc2ccccc2c(=O)[nH]1 (stereo unspecified)
(12) CCOc1ccc2nc(COC(=O)c3cccs3)c(C(=O)c3ccccc3)[n+]([O-])c2c1
(13) COc1ccccc1CCNC(=O)CCn1c(=O)oc2ccccc21
(14) Cc1nnc(SCC(=O)NC(C)(C)C)n1C1CCCCC1
(15) COc1ccc(-n2c(C)cc(C(=O)CSc3nnc(-c4ccoc4C)n3C)c2C)cc1
compound no.	11	12	13	14	15
TNAP inh hi DEA	-6	0	-4	-5	-3
HMGR II inh	-5	-5	-7	0	1
FLuc stim CS	1	1	1.1	1.1	1.1
G6PDH counter	1	-11	5	0	5
PMI act satM6P	1	1	0.9	1.1	1
PMI activator	1	0.9	0.9	1	1
TNAP act hiacc	1.1	1	1	1.1	1
TNAP inh noacc	-9	-13	0	-10	-11
Diaphorase act	0.9	0.8	0.9	1	0.8
Diaph inh CS	6	22	12	4	17

(16) CC(C)n1c(SCC(=O)Nc2ccccc2N2CCCCC2)nc2c1c(=O)n(C)c(=O)n2C
(17) CCOC(=O)c1c(NC(=O)CN2CCOCC2)sc2c1CC(C)(C)OC2
(18) O=C(NNC(=S)Nc1ccc(Cl)cc1Cl)C1CC1
(19) COCCCNC(=O)Cn1nnc(-c2ccccc2NC(=O)c2ccccc2F)n1
(20) Nc1nc(-c2ccc3c(c2)OCCO3)cs1
compound no.	16	17	18	19	20
TNAP inh hi DEA	-5	-6	-1	-5	-4
HMGR II inh	-2	-1	3	·	-1
FLuc stim CS	1	1.1	1.1	1	0.6
G6PDH counter	8	8	-4	3	-4
PMI act satM6P	1	1.1	1.1	1	1.1
PMI activator	0.9	1	1	0.9	1.1
TNAP act hiacc	1	1.1	1	1.1	1
TNAP inh noacc	-7	-8	-58	-6	-8
Diaphorase act	0.8	1	0.9	0.9	0.8
Diaph inh CS	16	-4	8	9	17

(21) Cc1ccc2c(c1)N(Cc1ccncc1)C(=O)C(C)O2 (stereo unspecified)
(22) Cn1c(N2CCCC2)nc2c1c(=O)n(Cc1ccc(F)cc1)c(=O)n2C
(23) Cn1c(SCC(=O)NCc2ccccc2)nc2c([nH]c3ccccc32)c1=O
(24) Cc1nc2c(C(=O)NCc3ccccc3)c[nH]n2c(=O)c1Cl
(25) CCOC1(OCC)C(c2ccc(Cl)cc2)C(C#N)(C#N)C1(OCC)OCC (stereo unspecified)
compound no.	21	22	23	24	25
TNAP inh hi DEA	-6	4	-4	-7	2
HMGR II inh	-1	1	-3	7	1
FLuc stim CS	1	1	1	1.1	1
G6PDH counter	3	-1	-2	2	-2
PMI act satM6P	1	1.1	1	1	1.2
PMI activator	1.1	1.1	1	0.9	1
TNAP act hiacc	1.1	1	1	1.1	1
TNAP inh noacc	-13	-11	-19	-12	-5
Diaphorase act	1	0.9	1.1	0.9	1
Diaph inh CS	0	8	-8	14	4

(26) O=C(c1ccc(Cl)c(S(=O)(=O)N2CCCC2)c1)N1CCN(c2ncccn2)CC1
(27) COc1ccccc1CNCC(=O)Nc1ccccc1-n1cccc1
(28) CNC(=O)c1ccsc1NC(=O)c1coc2ccccc2c1=O
(29) CCOc1cccc2cc(-c3nnc(NCc4ccco4)s3)c(=O)oc12
(30) CCc1c(C)nc2ncnn2c1N1CCC(C(=O)Nc2ccccc2)CC1
compound no.	26	27	28	29	30
TNAP inh hi DEA	4	-3	-7	-4	-5
HMGR II inh	-1	-2	1	-6	-2
FLuc stim CS	1	1	0.8	0.9	1.1
G6PDH counter	4	3	10	3	17
PMI act satM6P	1	1	1	0.9	1
PMI activator	1	1	0.9	0.9	1
TNAP act hiacc	1	1	1.1	1	1.1
TNAP inh noacc	-6	-13	-12	-4	-10
Diaphorase act	0.9	0.9	0.6	0.7	0.8
Diaph inh CS	8	12	35	28	19

(31) COc1ccc(-c2[nH]ncc2CN2CCCC(C(=O)c3cccc(OC)c3)C2)cc1 (stereo unspecified)
(32) O=C(Nc1ccc(S(=O)(=O)N2CCCCC2c2cccnc2)cc1)c1c(F)cccc1F (stereo unspecified)
(33) Cn1cnnc1SCC(=O)Nc1ncc(C(F)(F)F)cc1Cl
(34) CCOC(=O)N1CCC(NC(=O)CS(=O)Cc2nc(-c3ccc(OC)c(OC)c3)oc2C)CC1 (stereo unspecified)
(35) O=C(N/N=C/c1cccc(OCc2ccccc2)c1)c1ccc(Br)cc1
compound no.	31	32	33	34	35
TNAP inh hi DEA	-7	0	1	-2	2
HMGR II inh	0	-4	-6	-5	-2
FLuc stim CS	1.1	1	1	1	1
G6PDH counter	8	1	0	3	-12
PMI act satM6P	0.9	0.8	1.2	1.1	0.9
PMI activator	1	0.8	1.4	0.9	0.9
TNAP act hiacc	1.1	1	1	1	1
TNAP inh noacc	-5	-8	-5	-9	-77
Diaphorase act	0.8	0.8	1	1.1	1
Diaph inh CS	19	22	-4	-10	4

(36) COc1ccc(N2C(=O)c3ccccc3NC23CCCCC3)cc1
(37) O=C(N/N=C/c1sc(N2CCOCC2)nc1-c1ccccc1)c1ccccc1Cl
(38) Cn1c(-c2ccc(C=O)s2)nc2ccccc21
(39) CC(=O)c1ccc(NS(=O)(=O)Cc2ccccc2)cc1
(40) O=C(CCn1c(=O)c2ccccc2n(CC(=O)N2CCN(c3ccccc3)CC2)c1=O)NCc1ccco1
compound no.	36	37	38	39	40
TNAP inh hi DEA	-6	0	-6	-8	-4
HMGR II inh	-11	1	1	-4	2
FLuc stim CS	0.7	0.9	0.8	1.1	1.1
G6PDH counter	20	-1	12	4	-4
PMI act satM6P	1	1.1	1	1	0.9
PMI activator	1	1.1	1	1.1	1
TNAP act hiacc	1.1	1	1.1	1.1	1
TNAP inh noacc	-17	-6	-18	-2	-13
Diaphorase act	0.9	1.1	0.9	0.9	0.9
Diaph inh CS	14	-14	12	11	6

# High-throughput results deposited in PubChem BioAssay by several laboratories.
